ERb SRC1 inh: ER-beta (human) coactivator binding inhibition; inhibition, % at 25.6 µM; TR-FRET ER-beta LBD / SRC1-Cy5 peptide binding; receptor agonist-loaded with 1 µM estradiol; Q92731; actives 1.3% (n = 86,000);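 active = compounds whose percent inhibition of the receptor-coactivator binding signal exceeds about 50% in the single-dose screen, limit read from the data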;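 also: 0% = receptor plus peptide wells without compound and 100% = peptide-only wells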
Target sequence (Q92731 whole entry, looked up, the tested form may be a part): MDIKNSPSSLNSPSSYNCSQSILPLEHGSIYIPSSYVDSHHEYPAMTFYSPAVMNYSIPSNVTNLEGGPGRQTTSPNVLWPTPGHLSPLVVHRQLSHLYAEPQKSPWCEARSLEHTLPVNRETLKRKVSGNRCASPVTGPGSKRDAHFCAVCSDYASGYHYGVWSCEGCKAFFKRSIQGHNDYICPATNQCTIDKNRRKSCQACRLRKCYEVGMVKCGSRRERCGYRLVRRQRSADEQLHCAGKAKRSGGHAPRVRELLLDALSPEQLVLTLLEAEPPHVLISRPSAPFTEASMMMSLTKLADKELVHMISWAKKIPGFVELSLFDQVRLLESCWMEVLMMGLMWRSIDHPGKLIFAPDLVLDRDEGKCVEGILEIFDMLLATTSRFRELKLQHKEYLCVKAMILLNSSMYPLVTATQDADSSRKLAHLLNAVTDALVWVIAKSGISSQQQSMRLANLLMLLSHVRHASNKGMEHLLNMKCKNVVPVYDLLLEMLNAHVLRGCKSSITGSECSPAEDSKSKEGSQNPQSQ
ERa SRC1 pot: ER-alpha (human) coactivator binding potentiation | P03372 | TR-FRET ERalpha-LBD/SRC-Cy5 coactivator binding, 2 h; 100 = basal binding, no effect | coactivator binding (% of control), % at 25.6 µM | actives 1.3% (n = 86,000); in the data active = activity above about 200%;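 also: binding measured in presence of low estradiol as agonist stimulus; 0% = peptide alone without receptor and 100% = receptor with peptide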
Target sequence (P03372 whole entry, looked up, the tested form may be a part): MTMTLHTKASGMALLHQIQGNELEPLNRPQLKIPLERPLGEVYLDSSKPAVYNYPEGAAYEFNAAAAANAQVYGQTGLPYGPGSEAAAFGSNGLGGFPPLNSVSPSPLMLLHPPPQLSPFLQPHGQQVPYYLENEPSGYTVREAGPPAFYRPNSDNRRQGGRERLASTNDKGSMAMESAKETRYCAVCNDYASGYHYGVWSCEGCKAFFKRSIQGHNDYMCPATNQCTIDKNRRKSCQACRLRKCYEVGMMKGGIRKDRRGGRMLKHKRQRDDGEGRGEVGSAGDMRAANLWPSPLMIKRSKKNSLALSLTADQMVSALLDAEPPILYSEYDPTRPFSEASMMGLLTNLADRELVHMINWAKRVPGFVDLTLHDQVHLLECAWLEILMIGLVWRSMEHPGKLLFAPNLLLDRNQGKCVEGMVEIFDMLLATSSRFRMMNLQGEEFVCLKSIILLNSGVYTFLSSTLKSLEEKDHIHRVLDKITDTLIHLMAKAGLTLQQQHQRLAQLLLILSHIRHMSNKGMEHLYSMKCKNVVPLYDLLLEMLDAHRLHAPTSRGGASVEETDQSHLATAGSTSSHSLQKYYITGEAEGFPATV
CD11b adhes enh: increases human CD11b/CD18 adhesion to fibrinogen | P05107+P11215 | K562 CD11b/CD18 adhesion to fibrinogen, ATPlite luminescence | activation, % at 10 µM | actives 0.07% (n = 93,000) | AID 1499;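 active = 10 µM primary screen giving 50% or more activity, confirmed by 40% or more on retest at that dose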; also: strong numbers were not always called active; reference of the scale not given here
ERa SRC1 inh: blocks coactivator binding to human estrogen receptor alpha; inhibition, % at 25.6 µM; AID 629; TR-FRET ER-alpha LBD / SRC-1 peptide, estradiol-bound; actives 1.7% (n = 86,000); in the data active = inhibition above about 50%;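 also: 0% = receptor plus peptide control and 100% = peptide only without receptor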
FAK blocker: blocks human focal adhesion kinase activity; actives 0.84% (n = 97,000); inhibition, %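 (tested at 7 µM)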; biochemical FAK kinase activity assay; AID 727; in the data active = inhibition above about 19%;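 also: 0% = DMSO and 100% = reference compound high control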
MT1-MMP txn act: activates MT1-MMP transcription. actives 0.16% (n = 86,000). HT1080 MT1-MMP promoter luciferase reporter, luminescence, overnight; hits give high values. AID 750. activation factor at 10 µM;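 active = activation factor of at least 2 for MT1-MMP transcription at 10 µM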
CD11b adhes inh: blocks human CD11b/CD18 adhesion to fibrinogen | P05107+P11215 | K562 CD11b/CD18 adhesion to fibrinogen, ATPlite luminescence; Mn2+ added to activate the integrin | inhibition, % at 10 µM | actives 0.54% (n = 93,000) | AID 1497;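 active = primary inhibition of 50% or more at 10 µM, then 40% or more on retest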; also: some results filed as inactive read as strong as hits
E coli WT exp: E. coli BW25113 growth inhibition, expanded screen | AID 710 | OD600 absorbance | actives 0.15% (n = 98,000) | growth inhibition, % at 100 µM;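 active = growth inhibition above about 50% at one test dose, limit read from the data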;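 also: growth measured after 20 h incubation at 37 °C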
PLAP activator: human PLAP activation | actives 1.2% (n = 96,000) | P05187 | activation fold at 20 µM | purified PLAP enzyme, luminescent substrate read-out; hits give high values; in the data active = activation fold above about 2
Active calls of the source: *; · = no result given; [ ] = dose if it differs, or a comment.

nr	Molecule	ERb SRC1 inh	ERa SRC1 pot	CD11b adhes enh	ERa SRC1 inh	FAK blocker	MT1-MMP txn act	CD11b adhes inh	E coli WT exp	PLAP activator
1	CC(c1ccccc1)n1cc(C(=O)NCC2CCCO2)nn1 (stereo unspecified)	-5	97	·	1	-5	1.2	·	5	·
2	COc1ccc(C(=O)Nc2nccs2)cc1OC	2[fluorescence artefact?]	110	-2	4	·	1.7	-3	6	1.4
3	Cn1c(CN2CCOCC2)nc2cc(NC(=O)c3ccc(Cl)cc3)ccc21	0	118	-7	-1	-5	1.3	87*	7	1.2
4	O=C(NCC1CCCCC1)C12CN(Cc3ccccc3)CC1C(c1cccc([N+](=O)[O-])c1)=NO2 (stereo unspecified)	·	·	-4	·	-1	·	0	-11	1.3
5	Cc1ccc(-c2ccc(/C=C(\C#N)C(=O)Nc3cc(C)nn3-c3ccccc3)o2)cc1	·	·	101	·	2	·	-18	-4	0.9
6	CC1Cc2cc(/C(O)=C3/C(=O)C(=O)N(CCN4CCOCC4)C3c3cccc(O)c3)ccc2O1 (stereo unspecified)	3	96	1	3	1	1.7	-5	6	1.1
7	COc1ccc(-n2nc(C(=O)N3CCCCC3)c3ccccc3c2=O)cc1	-3	110	6	0	·	1.3	7	2	1
8	Cc1ccc(S(=O)(=O)N2CCN(C(=O)c3ccc(OCc4c(C)noc4C)cc3)CC2)cc1	-10	114	-2	-8	-5	1.1	-20	-7	1.2
9	CCOc1cccc(CNc2ccc(O)cc2)c1OCc1ccc(Cl)cc1Cl	·	·	-9	·	29*	·	47	-8	1
10	CCOC(=O)CNS(=O)(=O)CCN1C(=O)c2ccccc2C1=O	-7	100	-6	4	1	·	-12	4	0.8

No new results follow: entries from further up.
nr	Molecule	ERb SRC1 inh	ERa SRC1 pot	CD11b adhes enh	ERa SRC1 inh	FAK blocker	MT1-MMP txn act	CD11b adhes inh	E coli WT exp	PLAP activator
1	CC(c1ccccc1)n1cc(C(=O)NCC2CCCO2)nn1 (stereo unspecified)	-5	97	·	1	-5	1.2	·	5	·
2	COc1ccc(C(=O)Nc2nccs2)cc1OC	2[fluorescence artefact?]	110	-2	4	·	1.7	-3	6	1.4
3	Cn1c(CN2CCOCC2)nc2cc(NC(=O)c3ccc(Cl)cc3)ccc21	0	118	-7	-1	-5	1.3	87*	7	1.2
4	O=C(NCC1CCCCC1)C12CN(Cc3ccccc3)CC1C(c1cccc([N+](=O)[O-])c1)=NO2 (stereo unspecified)	·	·	-4	·	-1	·	0	-11	1.3
5	Cc1ccc(-c2ccc(/C=C(\C#N)C(=O)Nc3cc(C)nn3-c3ccccc3)o2)cc1	·	·	101	·	2	·	-18	-4	0.9

Other results follow:
nr	Molecule	ERb SRC1 inh	ERa SRC1 pot	CD11b adhes enh	ERa SRC1 inh	FAK blocker	MT1-MMP txn act	CD11b adhes inh	E coli WT exp	PLAP activator
11	COc1ccc(NC(=O)Cn2cnc3c(cnn3-c3ccc(C)c(C)c3)c2=O)c(OC)c1	20[fluorescence artefact?]	189[fluorescence artefact?]	-1	45[fluorescence artefact?]	6	1.1	18	-8	0.9
12	COc1ccc(-c2ccc(C#N)c(SCC(=O)OCc3ccccc3)n2)cc1OC	43	206*[fluorescence artefact?]	-5	-1[fluorescence artefact?]	-2	1.1	4	-14	0.9
13	FC(F)(F)c1nc2ccccc2nc1N/N=C/c1c(Cl)cccc1Cl	·	·	-2	·	7	·	-6	-7	0.7
14	Cc1cc(/C=C(\C#N)C(=O)NCc2ccco2)c(C)n1C1CCCC1	-6	95	0	-1	6	1.4	0	3	0.8
15	CCOC(=O)N1CCN(C(=O)CSc2nnc(-c3ccc(C(C)(C)C)cc3)o2)CC1	-1[fluorescence artefact?]	126	3	9[fluorescence artefact?]	·	1.1	6	-1	1
16	CC1(C)CC(=O)C(C(C2=C(O)CC(C)(C)CC2=O)c2cccs2)C(=O)C1 (stereo unspecified)	·	·	-2	·	-6	·	-8	-1	0.9
17	CCc1nnc(-n2nc(C)cc2-c2ccccc2)n1N	-8	114	3	-7	-1	1	2	-2	0.8
18	Cc1cc(C)nc(N2C(=O)CC(Cc3ccccc3)C2=O)n1 (stereo unspecified)	-6	120	-5	1	-2	1.2	6	-10	1.2
19	COc1ccc(-c2cn3cccnc3n2)cc1NC(=O)CC(C)C	·	·	-4	·	-3	1	-7	-3	0.8
20	COc1ccccc1C(O)P(=O)(OC(C)C)c1ccc(N(C)C)cc1 (stereo unspecified)	-6	110[fluorescence artefact?]	·	2	5	0.9	·	·	·

Next part:
nr	Molecule	ERb SRC1 inh	ERa SRC1 pot	CD11b adhes enh	ERa SRC1 inh	FAK blocker	MT1-MMP txn act	CD11b adhes inh	E coli WT exp	PLAP activator
21	CCOC(=O)N1CCN(c2ccccc2O)CC1	·	·	2	·	-1	·	-8	4	1
22	Cc1ccc2c(c1)NC(=O)C(CC(=O)NCCCN1CCCCC1)O2 (stereo unspecified)	-10	127[fluorescence artefact?]	-1	2	3	1	-23	8	0.8
23	O=C(Cc1c[nH]c2ccccc12)Nc1nc2ccccc2[nH]1	27[fluorescence artefact?]	82	27	10	-2	1.6	-4	22	1.3
24	COc1cccc(NC(=O)c2oc3ccccc3c2NC(=O)C2CC2)c1	-7	112	5	-10	-1	1.1	-43	-3	1
25	COCCCNc1nc2c(c(=O)[nH]c(=O)n2C)n1CCCc1ccccc1	-10	118	-1	-2	-1	1.2	22	0	1.1
26	NC(Cc1cccc2nsnc12)C(=O)O (stereo unspecified)	-3	119	-3	-5	-3	1.1	-6	-4	1
27	COC(=O)c1[nH]c2cccc(OC)c2c1NC(=O)CN1CCN(c2cccc(OC)c2)C(C)C1 (stereo unspecified)	·	·	1	·	-1	1.1	-18	6	1.5
28	Oc1cc(Cc2ccccc2)cnc1CN1CCOCC1	-7	100	4	-4	-6	1.3	20	10	1.1
29	Clc1ncn(C23CC4CC(CC(C4)C2)C3)n1	-1	103	-4	-4	-6	1.1	-3	3	0.8
30	Cc1ccc(-n2nc3cc(Cl)c(NC(=O)c4ccco4)cc3n2)cc1	23	112	9	32	-1	1.8	4	-1	1

Later entries:
nr	Molecule	ERb SRC1 inh	ERa SRC1 pot	CD11b adhes enh	ERa SRC1 inh	FAK blocker	MT1-MMP txn act	CD11b adhes inh	E coli WT exp	PLAP activator
31	COc1cc(-c2ccccc2)nc2ccccc12	18[fluorescence artefact?]	75	·	8	4	1.4	·	·	·
32	Cc1ccc(S(=O)(=O)N2CCN(C3CCN(Cc4ccccc4)CC3)CC2)cc1	-4[fluorescence artefact?]	115	-3	0	·	1.2	-5	6	1.6
33	CCC(=O)Nc1ccc(-c2nnc(-c3ccccc3)o2)cc1	·	·	-5	·	15	1	7	-10	1
34	C=CCOc1ccc(/C=N/n2cncn2)cc1OC	1[fluorescence artefact?]	103[fluorescence artefact?]	8	-2	-2	1.2	-7	-2	0.8
35	C#Cc1ccc(C(=O)Nc2cc(C(N)=O)ccc2N2CCOCC2)cc1	40	58[fluorescence artefact?]	52	69*[fluorescence artefact?]	6	1.2	50	-1	1.1
36	CC(C)CCNC(=O)CN(CC1CCCO1)C(=O)CCC(=O)Nc1nccs1 (stereo unspecified)	1[fluorescence artefact?]	148	2	2[fluorescence artefact?]	3	0.9	2	1	1
37	CN(CC(=O)N1CCc2[nH]c3ccc(F)cc3c2C1)CC1OCCO1	-3	126	-1	-4	-1	1.1	-9	5	1
38	COc1ccc(-c2nnn(CC(=O)N(CC(=O)NCCC(C)C)Cc3cccs3)n2)cc1OC	-2	122	4	-10	-1	1.1	9	-16	1.6
39	Cn1nc(C(=O)NC2CCCCC2)c2ccccc2c1=O	-7	119	·	0	1	1	·	1	1
40	Cn1c(SCC(=O)N2CCCC2)nc2ccccc2c1=O	0[fluorescence artefact?]	121	2	6[fluorescence artefact?]	8	1.1	10	10	1

Next results:
nr	Molecule	ERb SRC1 inh	ERa SRC1 pot	CD11b adhes enh	ERa SRC1 inh	FAK blocker	MT1-MMP txn act	CD11b adhes inh	E coli WT exp	PLAP activator
41	COc1cccc(C2/C(=C(\O)c3ccc(OC)c(OC)c3)C(=O)C(=O)N2c2cc(C)on2)c1 (stereo unspecified)	-14	108	1	-3	-5	1.2	-1	4	1.2
42	CCCC(C(=O)NCc1ccco1)N(C(=O)CNS(=O)(=O)c1ccccc1)C1CCCC1 (stereo unspecified)	-8	116	-2	-2	-1	1.2	0	7	1.9
43	O=C(Nc1ccc2c(c1)OCO2)c1cccc(Cl)c1	9	108[fluorescence artefact?]	-3	-4	2	1.2	-2	2	0.8
44	Brc1ccc(Nc2nc3ccccc3n3nnnc23)cc1	-20	113	-2	0	0	1.3	2	-8	1.1
45	O=C1CN(C(=O)CN2CCCC2)C(c2ccccc2)c2cc(Br)ccc2N1 (stereo unspecified)	-5	92	-4	0	-3	1.4	-34	1	1.5
46	O=C(NCc1ccc2c(c1)OCO2)C12CN(Cc3ccccc3)CC1C(c1cccc([N+](=O)[O-])c1)=NO2 (stereo unspecified)	·	·	64	·	1	·	-3	-9	1.3
47	Cc1ccn2cc(C(=O)Nc3ccc4c(c3)OCCO4)nc2c1	6	100	-1	-2[fluorescence artefact?]	0	1.2	-3	-4	0.7
48	CC(C)OCCCNC(=O)c1ccc(NS(C)(=O)=O)cc1	0	104	4	2	-2	1.1	-15	-1	0.9
49	CC(=O)Nc1ccc(Nc2ncnc3c2cnn3-c2cccc(C)c2)cc1	·	·	-1	·	2	1.3	-2	-7	1
50	CCn1ncc(Br)c1C(=O)Nc1ccc(F)cc1F	3	115	0	0	-3	1.6	-3	11	0.9

(listing goes on)
nr	Molecule	ERb SRC1 inh	ERa SRC1 pot	CD11b adhes enh	ERa SRC1 inh	FAK blocker	MT1-MMP txn act	CD11b adhes inh	E coli WT exp	PLAP activator
51	CC1(C)CC(=O)C=C(NCCN2CCNCC2)C1	-1	98	-2	-4	1	1.2	-6	-12	0.7
52	COc1ccc2c(C)cc(N3CCOCC3)nc2c1	-12	91	14	-10	0	1.4	0	0	1.1
53	NC(=O)CSc1nnc(CNc2ccc(F)cc2)n1CC1CCCO1 (stereo unspecified)	5	114	-4	-2	1	1.1	-3	-16	1.1
54	O=C(CSc1ncnc2c1oc1ccccc12)Nc1ccc2c(c1)OCCO2	57*[fluorescence artefact?]	765*[fluorescence artefact?]	·	43[fluorescence artefact?]	-50	1.2	·	·	·
55	Cc1ccccc1NC(=O)CCC(=O)OCCCC(F)(F)C(F)(F)F	-10	124	-2	-3	-2	1.1	6	8	1.1
56	CC(C)c1nnc(NC(=O)c2c(O)c3cccc4c3n(c2=O)CCC4)s1	38[fluorescence artefact?]	97	72	19	1	0.8	12	-2	1.3
57	O=C(CSc1nnc(-c2cccnc2)n1-c1ccccc1)NCc1ccc2c(c1)OCO2	-13	98	-5	-2	-2	1.2	-6	-9	0.9
58	O=C1C2CCCN2C(c2ccccc2F)N1c1cccc(Cl)c1 (stereo unspecified)	-7	115	-2	2	-2	1.1	-16	9	1.4
59	CC1CCN(C(c2cc3cc4c(cc3[nH]c2=O)OCO4)c2nnnn2CC2CCCO2)CC1 (stereo unspecified)	9	86	-2	-1	1	1.1	-2	0	0.6
60	CCOC(=O)CP(=O)(c1ccccc1)c1ccccc1	2[fluorescence artefact?]	105	-1	6[fluorescence artefact?]	1	0.9	-8	12	1
61	Cc1[nH]n(-c2ccccc2)c(=O)c1C(C[N+](=O)[O-])c1ccc(Br)cc1 (stereo unspecified)	·	·	-5	·	-2	·	25	18	1

Reprinted at random: three entries already listed, in no set order.
nr	Molecule	ERb SRC1 inh	ERa SRC1 pot	CD11b adhes enh	ERa SRC1 inh	FAK blocker	MT1-MMP txn act	CD11b adhes inh	E coli WT exp	PLAP activator
61	Cc1[nH]n(-c2ccccc2)c(=O)c1C(C[N+](=O)[O-])c1ccc(Br)cc1 (stereo unspecified)	·	·	-5	·	-2	·	25	18	1
57	O=C(CSc1nnc(-c2cccnc2)n1-c1ccccc1)NCc1ccc2c(c1)OCO2	-13	98	-5	-2	-2	1.2	-6	-9	0.9
59	CC1CCN(C(c2cc3cc4c(cc3[nH]c2=O)OCO4)c2nnnn2CC2CCCO2)CC1 (stereo unspecified)	9	86	-2	-1	1	1.1	-2	0	0.6

Single entries from above.
In FAK blocker, cpd 26 shows -3
In FAK blocker, cpd 52 shows 0
In MT1-MMP txn act, cpd 31 shows 1.4

Rows were taken by chance; any-hit rate near 5.1%.
